Assay outcomes as filed in PubChem BioAssay.
PREPL inh – human PREPL enzyme inhibition; hit rate 0.68% among 320,000; AID 2751; recombinant PREPL, fluorescence polarization activity-based probe; inhibition, % at 5.96 µM; in the data active = inhibition above about 43%;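 also: 0% = enzyme with DMSO and 100% = wells lacking enzyme; many of its hits are not listed in these tables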
pPAFAH inh – pPAFAH (human) enzyme inhibition; inhibition, % at 3.39 µM; Q13093; hit rate 1.5% among 330,000; recombinant pPAFAH, FP-rhodamine probe fluorescence polarization;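 active = inhibition above the mean inhibition across the screen plus 3 SD, cut at about 25% in these data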;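 also: inhibitors block binding of the rhodamine activity-based probe so polarization drops; 0% = enzyme with DMSO and 100% = wells lacking pPAFAH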
PAFAH1B3 FP inh – inhibitors of human PAFAH1B3; Q15102; recombinant PAFAH1B3, FP-rhodamine probe, fluorescence polarization; inhibition, % at 3.39 µM; hit rate 0.28% among 340,000; AID 492972;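 active = inhibition above the screen-wide average of all tested compounds plus 3 SD, cut at about 25% in these data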;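 also: 0% = enzyme with DMSO only and 100% = wells lacking PAFAH1B3 protein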
Target sequence (Q15102 whole entry, looked up): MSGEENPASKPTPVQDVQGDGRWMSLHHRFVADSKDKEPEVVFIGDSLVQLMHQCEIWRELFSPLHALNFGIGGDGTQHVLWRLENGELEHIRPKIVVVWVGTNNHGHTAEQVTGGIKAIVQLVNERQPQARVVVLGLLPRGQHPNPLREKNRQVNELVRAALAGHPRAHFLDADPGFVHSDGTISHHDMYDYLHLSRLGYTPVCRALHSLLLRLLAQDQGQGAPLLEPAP
PAFAH2 FP inh – inhibitors of human PAFAH2; hit rate 0.99% among 340,000; inhibition, % at 3.39 µM; recombinant PAFAH2, FP-rhodamine activity probe, fluorescence polarization;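 active = inhibition above the mean over all tested compounds plus 3 SD, cut at about 30% in these data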;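 also: inhibitors block probe labeling of enzyme so polarization drops; 0% = enzyme with DMSO and 100% = wells lacking PAFAH2 protein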
ZTA counter – ZTA (EBV) inhibition in EBNA-1 counter-screen; ZTA-DNA binding, fluorescence polarization; inhibition, % at 11 µM; hit rate 0.15% among 320,000; in the data active = inhibition above about 33%
LYPLA1 counter – blocks human lysophospholipase 1, a PME1 counter-screen | O75608 | recombinant LYPLA1, FP-Rh probe fluorescence polarization | inhibition, % at 5.9 µM | hit rate 0.16% among 320,000 | AID 2174;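 active = inhibition above the mean of all tested compounds plus 3 SD, set per campaign, cut at about 14% in these data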;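 also: inhibitors block serine hydrolase probe labeling of LYPLA1 so polarization falls; 0% = enzyme with DMSO and 100% = wells lacking LYPLA1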
Target sequence (O75608 whole entry, looked up): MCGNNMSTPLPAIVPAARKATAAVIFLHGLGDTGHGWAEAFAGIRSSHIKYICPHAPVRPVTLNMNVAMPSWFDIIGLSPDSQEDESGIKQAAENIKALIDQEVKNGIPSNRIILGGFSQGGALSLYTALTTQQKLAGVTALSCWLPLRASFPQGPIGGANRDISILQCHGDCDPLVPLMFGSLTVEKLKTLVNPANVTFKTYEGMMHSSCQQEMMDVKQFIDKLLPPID
LYPLA2 counter – counter-screen for PME1 inhibitors: inhibitors of human LYPLA2 | AID 2177 | hit rate 0.38% among 320,000 | recombinant LYPLA2, FP-Rh probe fluorescence polarization | inhibition, % at 5.9 µM | O95372;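 active = inhibition above the screen-wide mean plus 3 SD, limit set per campaign, cut at about 26% in these data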;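 also: 0% = LYPLA2 with DMSO and 100% = wells lacking LYPLA2 enzyme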
Target sequence (O95372 whole entry, looked up): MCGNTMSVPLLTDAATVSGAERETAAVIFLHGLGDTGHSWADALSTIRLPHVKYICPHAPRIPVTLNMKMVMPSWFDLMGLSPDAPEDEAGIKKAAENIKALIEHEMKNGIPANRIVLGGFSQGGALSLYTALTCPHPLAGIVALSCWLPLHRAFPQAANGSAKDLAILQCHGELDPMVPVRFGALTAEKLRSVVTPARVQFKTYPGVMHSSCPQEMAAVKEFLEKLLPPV
EBNA-1 inh – blocks EBNA-1 binding to DNA; EBNA-1 DNA binding, fluorescence polarization; inhibition, % at 14.8 µM; hit rate 0.34% among 300,000; AID 1950; in the data active = inhibition above about 28%
PAFAH1B2 FP inh – blocks human PAF acetylhydrolase 1b catalytic subunit 2. P68402. recombinant PAFAH1B2, FP-rhodamine activity probe, fluorescence polarization. inhibition, % at 3.39 µM. hit rate 1.2% among 340,000. AID 492953;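 active = inhibition above the mean of all tested compounds plus 3 SD, cut at about 24% in these data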;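 also: 0% = enzyme with DMSO and 100% = wells lacking PAFAH1B2; many of its hits are not listed in these tables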
Target sequence (P68402 whole entry, looked up): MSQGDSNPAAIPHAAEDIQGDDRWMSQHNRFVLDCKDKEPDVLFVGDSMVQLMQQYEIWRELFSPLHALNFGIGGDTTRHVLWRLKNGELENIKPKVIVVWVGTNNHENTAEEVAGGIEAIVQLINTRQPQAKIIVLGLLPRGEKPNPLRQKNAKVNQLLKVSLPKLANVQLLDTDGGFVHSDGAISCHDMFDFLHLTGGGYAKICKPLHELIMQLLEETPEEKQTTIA
* marks the source's active call; other numbers are inactive results; / = no result given.

compound	PREPL inh	pPAFAH inh	PAFAH1B3 FP inh	PAFAH2 FP inh	ZTA counter	LYPLA1 counter	LYPLA2 counter	EBNA-1 inh	PAFAH1B2 FP inh
O=C(NC(=S)Nc1ccc(CN2CCOCC2)cc1)c1ccc(-c2ccc(Cl)cc2)o1	2	0	/	/	5	1	-3	-8	/
CN(C(=O)COC(=O)c1ccccc1OCc1ccc(Cl)cc1)c1c(N)n(Cc2ccccc2)c(=O)[nH]c1=O	-12	4	-1	-10	-9	-2	-7	15	-3
COc1ccc(C(C)=O)cc1COc1ccccc1[N+](=O)[O-]	-11	8	-10	-4	7	-3	7	8	0
NC(=O)NC(CC(=O)NCCCc1ccccc1)c1ccccc1Cl (stereo not given)	-8	3	5	9	7	6	0	-4	3
FC(F)(F)c1ccc(-n2cn[nH]c2=S)cc1	1	6	0	11	1	2	5	-7	5
COc1ccc(CNC(=O)c2cc(-c3ccccc3OC)on2)cc1	8	2	13	-10	9	-5	0	7	-1
CCCCC(=O)Nc1cccc(-c2csc(-c3ccccc3)n2)c1	-5	-3	-28	-39	-3	-21	-41	3	-8
CCOc1ccc(-n2cnc3sc(C)c(C)c3c2=O)cc1	10	0	0	-1	2	-5	-2	-7	5
Cc1sc(NC(=O)C2C3CCC(C3)C2C(=O)O)c(C(N)=O)c1-c1ccc(C(C)(C)C)cc1 (stereo not given)	-3	9	4	2	4	1	10	1	12
Cc1csc2ncnc(NCCc3ccccn3)c12	-1	1	1	1	-9	-1	4	10	3
CCOC(=O)C(C)(C)Sc1nc2c(cnn2-c2ccc(C)cc2)c(=O)[nH]1	-1	-1	-4	-2	3	1	-1	8	3
O=C(NCCc1c[nH]c2ccc(Cl)cc12)c1ccc([N+](=O)[O-])cc1	9	3	2	-4	4	1	3	0	4
CCc1nc2scc(-c3cccs3)c2c(=O)o1	1	14	5	16	-16	5	3	-2	3
Cc1nc2sc(C(N)=O)c(N)c2c2c1CCCC2	13	2	0	-2	-11	0	2	0	4
CCOC(=O)N1CCN(Cc2nc3cc(NC(=O)CC)ccc3n2C)CC1	1	1	-2	0	5	2	1	7	0
C[C@H](NS(=O)(=O)c1ccc2c(c1)OCCCO2)C(=O)N1CCN(Cc2ccc(C#N)cc2)CC1	3	0	3	-3	1	0	1	/	5
CC(C)(C)C(=O)NCCc1nc(-c2ccccc2)no1	2	1	-1	-2	-2	1	4	5	4
COc1ccc(/C=N/NS(C)(=O)=O)c(OC)c1	-4	2	4	1	-12	-2	-1	-4	0
CC(C)OCC(O)Cn1c(N2CCCC2)nc2c1c(=O)n(C)c(=O)n2C (stereo not given)	-3	3	12	-7	4	-3	0	-7	3
CCOc1ccc(CN(C)CC(=O)c2c(N)n(Cc3ccccc3)c(=O)n(CC)c2=O)cc1OC	1	-3	6	2	-11	1	7	-10	-1
ONC(=Nc1ccccc1)c1ccc(Cl)cc1	-13	-1	2	2	3	0	-6	-11	16
O=C(C1CCC1)N1CCc2cc(S(=O)(=O)NCCCN3CCCCC3)ccc21	0	5	3	4	7	0	4	-12	2
Cc1ccc(N2CC(C(=O)OCC(=O)Nc3cc(C)on3)CC2=O)c(C)c1 (stereo not given)	6	7	7	7	0	-1	-1	15	-8
O=C(O)CCC(=O)N1CCN(c2nc(-c3ccccc3Cl)c3cc(Br)ccc3n2)CC1	-9	33*	6	8	-2	-6	-2	-1	0
CC(C)C[C@H](NC(=O)c1nc[nH]c1C(=O)NC1CCN(C(=O)OC(C)(C)C)CC1)C(=O)OC(C)(C)C	1	10	12	0	-5	6	4	1	2
Cc1c(-c2cccs2)[n+](=O)c2c(n1[O-])CCC2	12	-10	2	0	-5	0	0	-7	6
COc1ccccc1N1CCN(C(=O)c2ccc(Br)o2)CC1	11	-1	-3	9	/	/	/	/	0
CCCCC(=O)c1c(C)cc(C)[nH]c1=O	-2	6	-6	-7	-6	-4	2	4	-2
O=C(CSc1nc(-c2ccccc2)c(-c2ccccc2)o1)Nc1nncs1	-8	-5	-3	8	1	-3	-6	1	1
Cc1ccc(Cn2c(C3CCCN3c3nc(-c4ccc(F)cc4)cs3)nc3cc(C(=O)NCCCO)ccc32)cc1 (stereo not given)	11	8	1	-5	-5	-2	2	-2	-8

Reprinted at random: 2 compounds from above
compound	PREPL inh	pPAFAH inh	PAFAH1B3 FP inh	PAFAH2 FP inh	ZTA counter	LYPLA1 counter	LYPLA2 counter	EBNA-1 inh	PAFAH1B2 FP inh
Cc1sc(NC(=O)C2C3CCC(C3)C2C(=O)O)c(C(N)=O)c1-c1ccc(C(C)(C)C)cc1 (stereo not given)	-3	9	4	2	4	1	10	1	12
Cc1ccc(N2CC(C(=O)OCC(=O)Nc3cc(C)on3)CC2=O)c(C)c1 (stereo not given)	6	7	7	7	0	-1	-1	15	-8

Single entries from the results shown:
Result of CC(C)OCC(O)Cn1c(N2CCCC2)nc2c1c(=O)n(C)c(=O)n2C (stereo not given) under PAFAH2 FP inh: -7
Result of Cc1ccc(Cn2c(C3CCCN3c3nc(-c4ccc(F)cc4)cs3)nc3cc(C(=O)NCCCO)ccc32)cc1 (stereo not given) under PREPL inh: 11

The results go on.
compound	PREPL inh	pPAFAH inh	PAFAH1B3 FP inh	PAFAH2 FP inh	ZTA counter	LYPLA1 counter	LYPLA2 counter	EBNA-1 inh	PAFAH1B2 FP inh
CCCOc1ccc(CCN2CCC(=O)NC2=O)cc1C	-4	3	3	1	-26	2	5	-4	-1
Cc1ccc(S(=O)(=O)NC(C)c2ccccc2)cc1[N+](=O)[O-] (stereo not given)	-12	0	1	5	-11	1	4	15	24*
CN(C1CCCCC1)S(=O)(=O)c1ccc(NC(=O)c2ccco2)cc1	22	-6	3	0	-9	-8	-6	5	-3
CCOc1cccc2cc(C(=O)Oc3ccc(OC)cc3)c(=O)oc12	7	3	-7	3	-2	-4	2	8	0
Cc1ccc(OCC(=O)N(C)CC(=O)Nc2ccccc2Cl)c([N+](=O)[O-])n1	16	0	2	2	-7	2	8	/	3
O=C(c1cccs1)N1CCN(Cc2ccccn2)CC1	-6	3	5	-2	15	-1	1	13	4
Cc1cccnc1NC(=O)CSc1nnc(CNC(=O)c2cccc([N+](=O)[O-])c2)n1C	7	4	17	-3	-31	1	10	-9	0
O=C(CN1CCOc2ccccc21)NCc1ccccc1	-3	-8	7	-8	-3	2	-6	9	2
Cc1ccc(N=C2C(=O)Nc3ccc(C)c(Br)c32)cc1	15	-1	4	-2	-3	-1	-2	-4	9
O=C(CN1CCN(c2ccccc2)CC1)N1CCc2ccccc21	12	7	6	1	6	5	4	-9	6
Cc1cccc(-n2c(SCC(N)=O)nc3c(c2=O)C2(CCCCC2)Cc2ccccc2-3)c1	-2	-1	7	0	-1	-4	-5	-3	4
O=C(N/N=C/c1ccc(O)cc1)c1ccc(NC(=O)c2ccccc2Br)cc1	9	1	6	-2	-11	-14	-9	-12	2
COCCOC(=O)c1[nH]c2c(c1C)C(=O)CC(c1ccc(N(C)C)cc1)C2 (stereo not given)	8	7	5	-5	3	2	14	10	3
COCCCN(C(=O)CSCc1ccc(C)cc1)c1c(N)n(Cc2ccccc2)c(=O)[nH]c1=O	16	-8	5	6	-9	-5	-2	-11	4
CN(CC(O)COc1c(F)cc(Br)cc1F)C1CCCCC1 (stereo not given)	3	1	0	11	2	-5	0	1	-1
CCN(CC)S(=O)(=O)c1ccc(C(=O)Nc2nnc(-c3ccco3)o2)cc1	-9	-2	-10	1	3	-1	1	2	-2
O=C(NCCC1=CCCCC1)C1CCN(S(=O)(=O)c2cccc3nonc23)CC1	11	2	/	/	-2	-1	3	-8	/
C#CC(CC)(CC)NC(=O)c1nn(-c2ccccc2Cl)c(C)cc1=O	12	-3	3	-4	7	1	4	-11	4
Cc1ccc(S(=O)(=O)Cn2nnnc2C(c2ccc(F)cc2)N2CCC(C(N)=O)CC2)cc1 (stereo not given)	7	1	6	1	2	0	-2	0	7
Cc1cc(C)c(S(=O)(=O)c2ccccc2)c(N(C)C)n1	7	3	1	1	-18	0	7	-8	1
CCO[C@@H]1OC(C(=O)O)=C[C@H](c2ccc(C(F)(F)F)cc2)[C@H]1CCCO	15	2	12	-6	-7	0	-1	-11	2
Cc1ccc(/C=C2\SC(=S)N(CCCC(=O)Nc3nccs3)C2=O)cc1	-2	3	-3	0	4	-1	0	9	5
COc1ccccc1C1CCN(c2ccc([N+](=O)[O-])cn2)CC1	22	2	5	5	-26	4	4	0	1
Cc1cccc(CN2C(=O)N/C(=C/c3ccc(C)s3)C2=O)c1	-9	0	2	-5	-1	0	7	6	3
COc1ccc(OC)c(NC(=O)N2CCCC(CNS(=O)(=O)c3cccs3)C2)c1 (stereo not given)	20	2	-4	-5	-10	-4	1	2	2
Cc1c(C(=O)N(Cc2ccc(N(C)C)cc2)C2CCS(=O)(=O)C2)oc2ccccc12 (stereo not given)	28	5	1	-1	-1	2	11	4	-2
CC1=C(C)[N+](=O)C2CCCCC2N1[O-] (stereo not given)	7	6	-2	0	6	4	2	12	5
C=CCn1c(COc2cccc(C)c2)nnc1SC(C)C(=O)NC1CC1 (stereo not given)	-5	0	-6	5	13	2	-1	/	-2
COc1ccc(OCC(=O)Nc2ccccc2C(=O)NC2CC2)cc1	1	1	-3	4	5	6	1	/	2
CC(C)(C)[C@H]1C=C(C(=O)Nc2ccccc2)O[C@@H](OCc2ccc(CO)cc2)C1	1	5	5	9	-3	-6	-1	-5	9
COc1cc(Br)c(C(C)NC(=O)c2ccc(C)cc2)cc1OC (stereo not given)	-3	6	-8	-5	-2	-2	-4	4	-3
Nc1ccc2oc(-c3cc(Br)ccc3Cl)nc2c1	6	12	-2	-4	8	4	-1	5	1
COc1ccc(NC(=S)NCCC(c2ccccc2)c2ccccc2)c(OC)c1	3	7	-1	5	6	-2	4	9	8
Cc1ccc(NC(=O)COC(=O)C2C3CC4OC(=O)C2C4C3)cc1 (stereo not given)	-6	-3	4	55*	5	3	1	5	2
O=C(CSCc1c(F)cccc1Cl)NNC(=S)NC1CCCCC1	2	6	13	9	26	5	6	5	13

Only part of the results is shown. The share of hits here may be higher or lower than overall.
